Source: PubChem (several laboratories)
AHR act = AHR activators, primary screen, cell-based, luminescence, luciferase reporter, human; Aryl hydrocarbon receptor (Homo sapiens), P35869; AHR-responsive luciferase reporter cells; activation, % at 5 µM; 2.5% of 320,000 active; AID 2796, 2010; in the data active = activation above about 47%;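 also: 0% = vehicle wells and 100% = reference agonist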
Target sequence (P35869 whole entry, looked up): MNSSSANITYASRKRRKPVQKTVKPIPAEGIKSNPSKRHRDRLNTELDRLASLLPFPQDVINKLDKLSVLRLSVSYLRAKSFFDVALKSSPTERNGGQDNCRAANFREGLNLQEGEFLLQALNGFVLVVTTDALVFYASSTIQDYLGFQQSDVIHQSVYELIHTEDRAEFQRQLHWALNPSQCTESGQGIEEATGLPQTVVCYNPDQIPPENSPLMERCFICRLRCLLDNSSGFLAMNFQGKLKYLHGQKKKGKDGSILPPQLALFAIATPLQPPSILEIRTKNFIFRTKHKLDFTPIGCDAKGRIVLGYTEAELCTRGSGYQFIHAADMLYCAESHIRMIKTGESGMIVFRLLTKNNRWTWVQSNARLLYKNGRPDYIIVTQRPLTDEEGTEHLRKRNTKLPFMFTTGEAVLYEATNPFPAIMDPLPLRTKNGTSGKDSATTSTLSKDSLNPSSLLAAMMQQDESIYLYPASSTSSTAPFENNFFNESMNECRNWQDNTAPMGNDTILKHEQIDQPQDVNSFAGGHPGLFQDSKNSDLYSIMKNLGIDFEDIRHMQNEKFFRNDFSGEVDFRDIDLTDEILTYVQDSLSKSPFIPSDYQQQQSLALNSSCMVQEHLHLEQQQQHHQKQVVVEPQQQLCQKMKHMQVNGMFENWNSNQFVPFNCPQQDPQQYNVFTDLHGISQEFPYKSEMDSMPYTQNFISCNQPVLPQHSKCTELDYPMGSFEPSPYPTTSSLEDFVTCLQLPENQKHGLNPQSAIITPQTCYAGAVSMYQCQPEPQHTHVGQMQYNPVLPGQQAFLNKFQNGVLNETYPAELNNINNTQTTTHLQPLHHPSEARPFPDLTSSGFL
CIT2 TOR yeast = modulators of CIT2-GFP expression in yeast, primary screen, S. cerevisiae, GFP fusion, multiplex flow cytometry, MLPCN library | S. cerevisiae CIT2-GFP strain, 3 h; 100 means same as DMSO wells | GFP response vs DMSO, % at 10 µM | 0.065% of 320,000 active | AID 2029, 2009;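 active = GFP response relative to DMSO above a set limit, near the screen mean plus 3 SD, cut at about 150% in these data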;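 also: ratio of well median GFP fluorescence to mean of DMSO wells on the plate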
procasp3 activ = activators of human procaspase-3 D3A mutant, primary screen, biochemical, absorbance, PC-3 D3A mutant, single concentration. recombinant procaspase-3 D3A, Ac-DEVD-pNA absorbance 405 nm. 0.11% of 330,000 active. Caspase-3 (Homo sapiens), P42574. activation, % at 8.5 µM;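 active = activation above the mean of all tested compounds plus 3 SD, cut at about 21% in these data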;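 also: 0% = DMSO alone and 100% = DMSO wells spiked with extra 5 µM PC-3 D3A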
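Compound: 8.5 µM single point, 0.8% DMSO / Material: Autoprocessing-dead procaspase-3 D3A mutant enzyme / Timing: 1 h preincubation plus 2 h reaction at 25 °C / Medium: Zinc-free HEPES/NaCl buffer with 0.01% Triton X-100 at pH 7.4 / Technique: 405 nm absorbance of p-nitroaniline, reads at 0 and 120 min / Repeats: one well per compound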
procasp7 counter = procaspase-7 activators, primary screen, counter-screen for procaspase-3 activator project, biochemical, absorbance, HTS, human; Caspase-7 (Homo sapiens), P55210; recombinant procaspase-7, Ac-DEVD-pNA absorbance 405 nm; D23A/D198A/D206A triple mutant, cannot self-cleave; scale: DMSO 0, 5 µM enzyme 100; activation, % at 8.5 µM; 0.093% of 330,000 active; AID 463210, 2010;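 active = percent activation above the screen-wide mean plus 3 SD, cut at about 25% in these data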
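Assay system – Uncleavable procaspase-7 mutant enzyme · Quantity – 2 µM procaspase-7 mutant as dispensed · Times – 1 h preincubation, 2 h reaction · Dosing – single nominal 8.5 µM compound dose, 0.8% DMSO final · Buffer or medium – Zinc-free 50 mM HEPES buffer, pH 7.4, with NaCl and Triton X-100 · Detection – Epi-absorbance of released pNA at 405 nm, two timepoints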
AGP1 TOR yeast = modulators of AGP1-GFP expression in yeast TOR pathway, primary screen, cell-based, multiplex flow cytometry, S. cerevisiae, MLPCN library; 3 h; GFP as percent of DMSO wells; GFP response vs DMSO, % at 10 µM; 0.02% of 320,000 active; AID 2066, 2009;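 active = GFP response relative to DMSO above a set limit, near screen average plus 3 SD, cut at about 150% in these data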;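 also: median GFP channel fluorescence of the gated AGP1 strain per well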
RPL19A TOR yeast = RPL19A-GFP expression modulators in yeast, primary screen, cell-based, S. cerevisiae, multiplex flow cytometry, MLPCN | S. cerevisiae RPL19A-GFP strain, 3 h; hits give low values | 0.3% of 330,000 active | percent response vs DMSO, % at 10 µM | AID 2025, 2009;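 active = percent response vs DMSO below 50%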;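 also: median channel GFP fluorescence of the barcoded RPL19A-GFP strain; ratio of sample median GFP to plate DMSO average so 100% = DMSO; lower means less RPL19A-GFP as with rapamycin TOR inhibition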
LAP4 TOR yeast = modulators of LAP4-GFP expression in yeast, primary screen, S. cerevisiae, multiplex flow cytometry, MLPCN library; 0.34% of 320,000 active; 3 h; median GFP as percent of DMSO wells; GFP response vs DMSO, % at 10 µM;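 active = GFP response vs DMSO above a set limit, about the screen mean plus 3 SD, cut at about 150% in these data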
MEP2 TOR yeast = modulators of MEP2-GFP levels in yeast, primary screen, S. cerevisiae, multiplex flow cytometry, MLPCN library; GFP response vs DMSO, % at 10 µM; S. cerevisiae MEP2-GFP strain, 3 h; 100% = DMSO control level; 0.51% of 330,000 active;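 active = GFP response versus DMSO above a set limit, roughly screen mean plus 3 SD, cut at about 180% in these data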;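 also: median GFP fluorescence of the barcode-gated MEP2-GFP cells per well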
Numbers without * were called inactive.

CCC(Sc1nnnn1-c1ccccc1)C(=O)NC(C)c1ccccc1 (stereo not drawn) was read as AHR act -2, CIT2 TOR yeast 98, procasp3 activ 10, procasp7 counter 3, AGP1 TOR yeast 97, RPL19A TOR yeast 101, LAP4 TOR yeast 106 and MEP2 TOR yeast 105.
Screening S=c1[nH]cc(-c2ccccc2)n1-c1ccccc1Cl returned AHR act -1, CIT2 TOR yeast 91, procasp3 activ -21, procasp7 counter -33, AGP1 TOR yeast 99, RPL19A TOR yeast 93, LAP4 TOR yeast 104 and MEP2 TOR yeast 96.
Screening Cc1ccsc1/C=N/NC(=O)c1cccnc1 returned AHR act 25, CIT2 TOR yeast 101, procasp3 activ 8, procasp7 counter 3, AGP1 TOR yeast 111, RPL19A TOR yeast 99, LAP4 TOR yeast 105 and MEP2 TOR yeast 95.
For CCC(c1nc2ccccc2c(=O)n1CCCn1ccnc1)N1C(=O)c2ccccc2C1=O (stereo not drawn) the results were AHR act 3, procasp3 activ -4, procasp7 counter -4, AGP1 TOR yeast 90, RPL19A TOR yeast 92, LAP4 TOR yeast 89 and MEP2 TOR yeast 89.
Screening COc1ccccc1N1CCN(C(=O)CCCC2=NS(=O)(=O)c3ccccc3N2)CC1 returned AHR act 1, CIT2 TOR yeast 101, procasp3 activ 2, procasp7 counter 7, AGP1 TOR yeast 103, RPL19A TOR yeast 101, LAP4 TOR yeast 97 and MEP2 TOR yeast 98.
`CCOc1ncccc1C(=O)OCC(=O)Nc1ccc(S(=O)(=O)N2CCCC2)cc1` gave AHR act 7, CIT2 TOR yeast 98, procasp3 activ 6, procasp7 counter -5, AGP1 TOR yeast 99, RPL19A TOR yeast 95, LAP4 TOR yeast 98 and MEP2 TOR yeast 96.
Cc1ccc(-c2nnc(SCC(=O)Nc3ccc(N4CCOCC4)cc3)o2)cc1 was read as AHR act 3, CIT2 TOR yeast 98, procasp3 activ 9, procasp7 counter -1, AGP1 TOR yeast 97, RPL19A TOR yeast 96, LAP4 TOR yeast 112 and MEP2 TOR yeast 104.
For O=C(O)CN1C(=O)C(=O)N(Cc2cccc(F)c2)C1=O the results were AHR act 2, CIT2 TOR yeast 102, procasp3 activ -3, procasp7 counter 10, AGP1 TOR yeast 100, RPL19A TOR yeast 102, LAP4 TOR yeast 95 and MEP2 TOR yeast 105.
Screening O=C(NC1CCSC1=O)c1ccccc1 (stereo not drawn) returned AHR act 1, CIT2 TOR yeast 101, procasp3 activ 7, procasp7 counter 10, AGP1 TOR yeast 105, RPL19A TOR yeast 105, LAP4 TOR yeast 100 and MEP2 TOR yeast 102.
`O=C(c1cccc(S(=O)(=O)Nc2ccccc2Cl)c1)N1CCN(c2ccccc2O)CC1` gave AHR act -1, CIT2 TOR yeast 104, procasp3 activ 3, procasp7 counter 4, AGP1 TOR yeast 114, RPL19A TOR yeast 103, LAP4 TOR yeast 111 and MEP2 TOR yeast 104.
For O=C(CCC(=O)N1CCN(Cc2ccc(F)cc2)CC1)Nc1nnc(C(F)(F)F)s1 the results were AHR act 4, CIT2 TOR yeast 102, procasp3 activ 4, procasp7 counter -9, AGP1 TOR yeast 107, RPL19A TOR yeast 104, LAP4 TOR yeast 100 and MEP2 TOR yeast 100.
Screening Cc1ccnc(Sc2ccc([N+](=O)[O-])cn2)n1 returned AHR act -2, CIT2 TOR yeast 105, procasp3 activ 5, procasp7 counter 3, AGP1 TOR yeast 100, RPL19A TOR yeast 105, LAP4 TOR yeast 100 and MEP2 TOR yeast 107.
For O=C1/C(=C/c2cccnc2)SC(=S)N1c1ccc(F)cc1 the results were AHR act 3, CIT2 TOR yeast 109, procasp3 activ 3, procasp7 counter -13, AGP1 TOR yeast 98, RPL19A TOR yeast 99, LAP4 TOR yeast 92 and MEP2 TOR yeast 95.
For CN1N=C(c2ccc(F)c(F)c2)CSC1=NCc1ccccc1 the results were AHR act -7, CIT2 TOR yeast 113, procasp3 activ -9, procasp7 counter -2, AGP1 TOR yeast 104, RPL19A TOR yeast 116, LAP4 TOR yeast 104 and MEP2 TOR yeast 106.
For O=[N+]([O-])c1ccc(/C=N\NS(=O)(=O)c2ccc(F)cc2)o1 the results were AHR act 2, CIT2 TOR yeast 98, procasp3 activ -5, procasp7 counter -13, AGP1 TOR yeast 86, RPL19A TOR yeast 105, LAP4 TOR yeast 93 and MEP2 TOR yeast 97.
CCCn1c2ccc(C)cc2c2nnc(SCCN3CCOCC3)nc21 was read as AHR act 13, CIT2 TOR yeast 95, procasp3 activ 3, procasp7 counter -10, AGP1 TOR yeast 100, RPL19A TOR yeast 102, LAP4 TOR yeast 94 and MEP2 TOR yeast 101.
Screening Cc1ccc2c(c1)N(CCCC(=O)NCC1COc3ccccc3O1)C(=O)CO2 (stereo not drawn) returned AHR act -3, CIT2 TOR yeast 90, procasp3 activ 13, procasp7 counter 6, AGP1 TOR yeast 96, RPL19A TOR yeast 96, LAP4 TOR yeast 108 and MEP2 TOR yeast 99.
COc1ccc(-n2nc(C(=O)NCC(=O)N3CCCCCC3)c3ccccc3c2=O)cc1Cl was read as AHR act 1, CIT2 TOR yeast 99, procasp3 activ 5, procasp7 counter -2, AGP1 TOR yeast 98, RPL19A TOR yeast 99, LAP4 TOR yeast 112 and MEP2 TOR yeast 107.
For C/C(CCC(C)C)=N\Nc1ccc(S(N)(=O)=O)cc1[N+](=O)[O-] the results were AHR act 4, CIT2 TOR yeast 92, procasp3 activ -3, procasp7 counter -1, AGP1 TOR yeast 100, RPL19A TOR yeast 98, LAP4 TOR yeast 98 and MEP2 TOR yeast 101.
`O=C(NCCN1CCN(Cc2ccccc2)CC1)C1c2ccccc2C(=O)N2CCc3ccccc3C12` (stereo not drawn) gave AHR act 0, CIT2 TOR yeast 100, procasp3 activ -1, procasp7 counter 0, AGP1 TOR yeast 108, RPL19A TOR yeast 102, LAP4 TOR yeast 97 and MEP2 TOR yeast 97.
`O=C(c1cccc([N+](=O)[O-])c1)N1CCN(C(=O)c2ccco2)CC1` gave AHR act 2, procasp3 activ 11, procasp7 counter 10, AGP1 TOR yeast 107, RPL19A TOR yeast 98, LAP4 TOR yeast 101 and MEP2 TOR yeast 100.
`COc1ccc(C(=O)NCC(c2ccc3c(c2)OCO3)N2CCN(c3ccc(OC)cc3)CC2)cc1` (stereo not drawn) gave AHR act 0, CIT2 TOR yeast 81, procasp3 activ 5, procasp7 counter -4, AGP1 TOR yeast 104, RPL19A TOR yeast 99, LAP4 TOR yeast 95 and MEP2 TOR yeast 96.
`CC(C)(C)c1ccc(/C=C2\CCn3c2nc2cc(C(=O)O)ccc2c3=O)cc1` gave AHR act 2, CIT2 TOR yeast 111, procasp3 activ 6, procasp7 counter -8, AGP1 TOR yeast 99, RPL19A TOR yeast 97, LAP4 TOR yeast 93 and MEP2 TOR yeast 95.
`CNC(=O)COC(=O)c1cc(-c2ccccc2)nn1-c1ccccc1` gave AHR act 0, CIT2 TOR yeast 91, procasp3 activ 0, procasp7 counter 8, AGP1 TOR yeast 88, RPL19A TOR yeast 95, LAP4 TOR yeast 92 and MEP2 TOR yeast 93.
For COc1ccc(C2CC(C(F)(F)F)n3nc(C(=O)O)c(Br)c3N2)cc1 (stereo not drawn) the results were AHR act 2, CIT2 TOR yeast 101, procasp3 activ 1, procasp7 counter -13, AGP1 TOR yeast 30, RPL19A TOR yeast 100, LAP4 TOR yeast 98 and MEP2 TOR yeast 102.
`COc1ccccc1NC(=O)Nc1nc(CC(=O)N2CCN(c3ccccc3F)CC2)cs1` gave AHR act 11, CIT2 TOR yeast 84, procasp3 activ 5, procasp7 counter 4, AGP1 TOR yeast 99, RPL19A TOR yeast 94, LAP4 TOR yeast 96 and MEP2 TOR yeast 95.
`CCOc1cc(C2/C(=C(\O)c3cc(C)ccc3C)C(=O)C(=O)N2CCN(C)C)ccc1O` (stereo not drawn) gave AHR act 3, CIT2 TOR yeast 97, procasp3 activ 1, procasp7 counter -7, AGP1 TOR yeast 102, RPL19A TOR yeast 97, LAP4 TOR yeast 90 and MEP2 TOR yeast 102.
Screening CCOc1ccc(/C(CC)=N/NC(=O)C2(C)CC2(Br)Br)cc1 (stereo not drawn) returned AHR act 6, CIT2 TOR yeast 108, procasp3 activ 9, procasp7 counter 6, AGP1 TOR yeast 100, RPL19A TOR yeast 104, LAP4 TOR yeast 101 and MEP2 TOR yeast 126.
`O=C(CS(=O)(=O)c1ccccc1)NCc1ccc(Cl)cc1` gave AHR act 8, procasp3 activ 0, procasp7 counter -4, AGP1 TOR yeast 94, RPL19A TOR yeast 110, LAP4 TOR yeast 79 and MEP2 TOR yeast 90.

Molecules from the list above that have a nitro group on carbon:
Screening Cc1ccnc(Sc2ccc([N+](=O)[O-])cn2)n1 returned AHR act -2, CIT2 TOR yeast 105, procasp3 activ 5, procasp7 counter 3, AGP1 TOR yeast 100, RPL19A TOR yeast 105, LAP4 TOR yeast 100 and MEP2 TOR yeast 107.
For O=[N+]([O-])c1ccc(/C=N\NS(=O)(=O)c2ccc(F)cc2)o1 the results were AHR act 2, CIT2 TOR yeast 98, procasp3 activ -5, procasp7 counter -13, AGP1 TOR yeast 86, RPL19A TOR yeast 105, LAP4 TOR yeast 93 and MEP2 TOR yeast 97.
For C/C(CCC(C)C)=N\Nc1ccc(S(N)(=O)=O)cc1[N+](=O)[O-] the results were AHR act 4, CIT2 TOR yeast 92, procasp3 activ -3, procasp7 counter -1, AGP1 TOR yeast 100, RPL19A TOR yeast 98, LAP4 TOR yeast 98 and MEP2 TOR yeast 101.
`O=C(c1cccc([N+](=O)[O-])c1)N1CCN(C(=O)c2ccco2)CC1` gave AHR act 2, procasp3 activ 11, procasp7 counter 10, AGP1 TOR yeast 107, RPL19A TOR yeast 98, LAP4 TOR yeast 101 and MEP2 TOR yeast 100.
